High-throughput results as filed in PubChem BioAssay.
TexasRed autofl – qHTS Assay for Spectroscopic Profiling in Texas Red Spectral Region. Compound fluorescence, Texas Red channel, 547/618 nm; active compounds read high. 0.06% of 59,000 active. max dye-equivalent concentration, M; in the data active = max dye-equivalent concentration above about 10 nM; inconclusive = between about 1.1 nM and that limit
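Compound fluorescence was read after 15 min at room temperature in 100 mM Tris, pH 8.0, using 547 nm excitation and 618 nm emission across a concentration series. It was expressed as Texas Red dye-equivalent concentration from an on-plate standard curve.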
Casp7 inh – qHTS Assay for Allosteric/Competitive Inhibitors of Caspase-7; Potency, µM (titrated, usually from 57.5 µM), for the others: at the highest dose activity change, negative = inhibition, most hits filed as inhibitors; recombinant caspase-7, Ac-DEVD-AFC fluorescence rate; P55210; 0.02% of 75,000 active; AID 889, 2007; active = well fitted inhibition curve with a large enough effect in the main read-out, with a control signal flat, not every such curve was filed as active; inconclusive = small, poorly fitted or top-dose-only effect, or a change in a side signal; also: potency is read from the fitted curve at half-maximal effect; % of control where 0% means no effect
BRCT PPI green – qHTS Assay for Inhibitors of BRCT-Phosphoprotein Interaction (Green Fluorophore); 0.05% of 75,000 active; Potency, µM (titrated, usually from 76.9 µM), for the others: at the highest dose activity change, negative = inhibition, most hits filed as inhibitors; Breast cancer type 1 susceptibility protein (Homo sapiens), P38398; BRCA1 BRCT-phosphopeptide binding, green fluorescence polarization;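 also: potency is read from the fitted curve at half-maximal effect; plate controls were peptide without protein for full effect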
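Fluorescence polarization: His-tagged BRCT (~35 kDa BRCA1 C-terminus, 250 nM) bound to 100 nM fluorescein-labeled phosphorylated 10-aa BACH1 peptide, pH 7.3 phosphate buffer with DTT and Tween 20. Compounds incubated 12 min at room temperature; inhibition read as lowered polarization.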
HEK293 cAMP cs – qHTS Assay for Agonists of the Thyroid Stimulating Hormone Receptor: Activators of Intracellular cAMP Concentrations in Parental HEK 293. parental HEK293 CNG cAMP sensor, membrane potential fluorescence. Potency, µM (highest dose often 57.1 µM), for the others: top-dose activation, hits mostly activators. 2.5% of 73,000 active. AID 938, 2007; also: potency is read from the fitted curve at half-maximal effect; % of control where 0% means no effect; nearly all actives have a fitted effect of over 55% in size
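Parental HEK 293 cells stably expressing a cAMP-gated CNG channel were loaded with membrane potential dye containing 100 uM RO 20-1724 for 60 min. Compound added for 30 min; depolarization read as fluorescence intensity at 590 nm.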
USP2a inhib – qHTS Assay for Inhibitors of Ubiquitin-specific Protease USP2a | AID 927, 2007 | Potency, µM (titrated, usually from 38.3 µM), for inactives: at the highest dose activity change, negative = inhibition, hits mostly inhibitors | USP2a enzymatic assay, qHTS inhibition | Ubiquitin carboxyl-terminal hydrolase 2 (Homo sapiens), O75604 | 0.1% of 60,000 active;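 also: potency is read from the fitted curve at half-maximal effect; nearly all actives have a fitted effect of over 60% in size; plate controls were DMSO for no effect and NEM full inhibition control for full effect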
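20 nM USP2 core + cpd, 30 min RT; add 20 nM Ub-PLA2/20 uM NBD C6-HPC; read Ex460/Em535 at 0 h and 2.5 h. Normalized to NEM; qHTS curve fit/classification.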
Rhodamine autofl – qHTS Assay for Spectroscopic Profiling in Rhodamine Spectral Region | Rhodamine-region fluorescence, 547/598 nm, Tris buffer; active compounds read high | max dye-equivalent concentration, M | 0.05% of 59,000 active | AID 594, 2007; in the data active = max dye-equivalent concentration above about 11 nM; inconclusive = between about 1.1 nM and that limit
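Intrinsic compound fluorescence, ex 547 / em 598 nm, CCD imager. Tris 100 mM pH 8.0; 15 min RT. Output = rhodamine dye-equivalent concentration at each compound concentration.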
BRCT inh red – qHTS Assay for Inhibitors of BRCT-Phosphoprotein Interaction (Red Fluorophore); Breast cancer type 1 susceptibility protein (Homo sapiens), P38398; 0.03% of 75,000 active; Potency, µM (highest dose often 76.9 µM), for inactives: top-dose activity change, negative = inhibition, most hits filed as inhibitors; AID 892, 2007; BRCT-phosphopeptide binding, red fluorescence polarization; also: % is scaled to controls: 0 for no effect and ±100 for the full control effect
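Rhodamine-labelled pBACH1 10-mer (100 nM) bound to BRCT domain (100 nM) at pH 7.3; compounds incubated 12 min room temperature, polarization read. Free peptide defines full inhibition; unlabelled decapeptide titrated as control.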
Fluorescein fluor – qHTS Assay for Spectroscopic Profiling in Fluorescein Spectral Region; 0.91% of 59,000 active; Compound autofluorescence, 480/540 nm, fluorescein-equivalent; active compounds read high; max fluorescein-equivalent concentration, M; in the data active = max fluorescein-equivalent concentration above about 10 nM; inconclusive = between about 1.1 nM and that limit
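Tris 100 mM pH 8.0; 15 min RT; CCD read, ex 480/em 540 nm. Output: fluorescein-equivalent concentration per compound concentration, from six-point dye series on each plate.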
A350 fluor – qHTS Assay for Spectroscopic Profiling in A350 Spectral Region. Compound autofluorescence, 340/450 nm, Alexa 350 dye-equivalents; active compounds read high. max dye-equivalent concentration, M. 11% of 59,000 active; in the data active = max dye-equivalent concentration above about 10 nM; inconclusive = mostly about 1.1 nM to 9.6 nM
4-MU autofl – qHTS Assay for Spectroscopic Profiling in 4-MU Spectral Region; compound autofluorescence, 340/450 nm, 4-MU equivalents; active compounds read high; max dye-equivalent concentration, M; 11% of 59,000 active; in the data active = max dye-equivalent concentration above about 10 nM; inconclusive = mostly about 1.1 nM to 9.6 nM
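Compounds in 100 mM Tris, pH 8.0, sat 15 min at room temperature before fluorescence was read at 340 nm excitation/450 nm emission; a per-plate six-point 4-MU standard curve converted signals to dye-equivalent concentration at each compound concentration.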
Casp1 inh – qHTS Assay for Allosteric/Competitive Inhibitors of Caspase-1; P29466; Caspase-1 enzyme, Ac-WEHD-AFC fluorogenic rate; Potency, µM (top dose mostly 57.5 µM), without a hit: top-dose activity change, negative = inhibition, actives largely listed as inhibitors; 0.03% of 75,000 active; AID 900, 2007;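 also: potency is read from the fitted curve at half-maximal effect; plate controls were vehicle for no effect and no substrate for full effect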
An asterisk follows results filed as active; i = inactive; ? = inconclusive; / = no result given; [ ] = another dose, or the depositor's remark. Unless noted, calls follow the shape of the dose curve; as a rule, active = well fitted curve in the direction sought with a large enough effect; inconclusive = small, poorly fitted or top-dose-only effect, or another doubt; inactive = no such curve, though single readings can be large; an effect the other way counts as inactive or inconclusive.

SMILES	TexasRed autofl	Casp7 inh	BRCT PPI green	HEK293 cAMP cs	USP2a inhib	Rhodamine autofl	BRCT inh red	Fluorescein fluor	A350 fluor	4-MU autofl	Casp1 inh
O=C(CCCOc1ccc(Cl)cc1)N1CCCCCC1	i	-3%	-0.5%	19%	6%	i	1.7%	i	i	i	-1%
CCC(C)(C)n1nnnc1CN1CCSCC1	i	0%	-1.2%	15%	3%	i	-0.1%	i	?	?	-3%
Cc1cc(NC(=O)CSc2nnc(-c3cccnc3)n2C)no1	i	-2%	0.0%	-2%	-6%	i	-0.1%	i	i	i	3%
COC(=O)c1cccc(NC(=O)CN2CCN(Cc3ccccc3)CC2)c1	i	0%	-1.1%	13%	15%	i	-0.3%	i	i	i	-1%
CN1CCN(c2ccc(NC(=O)Cc3ccccc3)cc2)CC1	i	1%	-2.1%	1%	2%	i	-2.0%	i	i	i	1%
O=C(O)C(c1ccccc1)C1(O)CCCC1 (stereo unspecified)	?	-2%	-0.4%	6%	3%	i	-0.9%	i	i	i	1%
O=C(O)C1CCC(CNCc2cccnc2)CC1 (stereo unspecified)	i	2%	-0.7%	3%	-7%	i	-0.4%	i	i	i	1%
CS(=O)(=O)N1CCCC(C(=O)NCc2ccc(F)cc2Cl)C1 (stereo unspecified)	i	1%	-0.2%	14%	-2%	i	0.2%	i	i	i	2%
O=C(c1ccc(N2C(=O)CCC2=O)cc1)N1CCOCC1	/	0%	-0.3%	13%	-1%	/	-0.7%	/	/	/	-6%
COc1ccc(N2C(=O)NC3CC2(C)Oc2ccccc23)cc1OC (stereo unspecified)	i	1%	-2.5%	10%	2%	i	0.7%	?	i	i	1%
CCOC(=O)N1CCC(NC(=O)C(NS(=O)(=O)c2ccc3c(c2)CCN3C(C)=O)C(C)C)CC1 (stereo unspecified)	?	-1%	0.0%	1%	2%	i	-0.3%	i	i	i	2%
Cn1nc(C(=O)NCC2CCCO2)c2ccccc2c1=O (stereo unspecified)	?	0%	1.0%	10%	-8%	i	-0.4%	i	i	i	0%
CC1(C)OC2CC3C4CC(F)C5=CC(=O)C=CC5(C)C4C(O)CC3(C)[C@]2(C(=O)CO)O1 (stereo partly specified)	/	2%	-3.9%[3.08 µM]	/	2%	/	2.0%	/	/	/	2%
O=C(CNS(=O)(=O)c1cccc2nsnc12)NC1CCCCC1	i	1%	0.3%	7%	-2%	i	0.1%	i	i	i	-2%
CC(=O)Oc1ccccc1N1C(=O)c2ccc(C(=O)O)cc2C1=O	/	1%	2.1%	8%[11.4 µM]	-5%[7.66 µM]	/	-0.3%	/	/	/	-3%
O=C(CSc1ncnc2sc3c(c12)CCCCC3)NCc1ccco1	i	-2%	1.1%	?	5%	i	0.1%	i	i	i	-5%
CN(C)c1nc(Nc2ccc(Cl)cc2)nc(OCC#N)n1	i	-2%	4.0%	14%	22%	i	0.7%	?	i	i	-5%
Cc1ccc(CCNC(=O)C2CCCN(S(=O)(=O)c3cnc[nH]3)C2)cc1 (stereo unspecified)	/	-3%	1.0%	?	/	/	-0.6%	/	/	/	0%
CCCc1cc(=O)[nH]c(SCCOc2ccc(Cl)cc2)n1	/	-1%	2.9%	25%	6%	/	-1.5%	/	/	/	1%
C=C1C2CC[C@@]3(C)C(c4ccoc4)OC(=O)C[C@@]13OC1CC(=O)C(C)(C)C(C(O)C(=O)OC)[C@]12C (stereo partly specified)	/	1%	-1.1%[3.08 µM]	/	39%[activator]	/	-0.2%	/	/	/	0%
CC1CCC(N2CCN(c3ncccn3)CC2)CC1 (stereo unspecified)	i	-3%	0.1%	9%	3%	i	1.2%	i	6.4e-07M*	5.3e-07M*	-3%
O=C(c1ccc(CNc2c(N3CCCC3)c(=O)c2=O)cc1)N1CCc2ccccc2C1	/	-1%	-2.0%	-1%	/	/	-1.2%	/	/	/	-4%
Cc1nc(SCC(=O)NCc2ccco2)nc(C)c1C	i	7%	-1.1%	-1%	-6%	i	-1.1%	?	i	i	-1%
CCOC(=O)CN1c2ccccc2NC(=O)CC1C (stereo unspecified)	/	0%	-1.4%	0%	/	/	-1.0%	/	/	/	-1%
COc1ccccc1N1CCN(CCCCNC(=O)c2ccc(-c3ccc(C(C)=O)cc3)cc2)CC1	/	0%	-1.8%	8%	/	/	1.5%	/	/	/	0%
COc1ccc2cc(C(=O)NC3CCCCC3)c(=O)oc2c1	i	1%	-0.8%	8%	4%	i	0.4%	i	4.6e-07M*	5.1e-07M*	-1%
O=C(c1ccccc1F)N1CCC(O)(c2cccnc2)CC1	i	-1%	1.4%	1%	6%	i	-0.6%	i	i	i	0%
NC(=O)SCC(=O)Nc1ccc(Cl)cc1	/	-1%	-1.7%	-26%	/	/	-1.9%	/	/	/	-1%
CC1CC(C)(C)Nc2ccc(OC(=O)c3ccco3)cc21 (stereo unspecified)	/	-2%	0.8%	-4%	?	/	0.2%	/	/	/	-2%
COc1cccc(NC(=O)CCCn2c(=O)[nH]c3ccccc3c2=O)c1	i	0%	-0.3%	?	6%	i	-2.6%	i	i	i	-1%
CN=c1sc2ccccc2n1CC(O)COCc1ccco1 (stereo unspecified)	i	/	/	/	/	i	/	?	?	?	/
COC(=O)CNC(=O)[C@@]1(C)C=C[C@@H](Cc2ccccc2)N1C(=O)OC	/	-1%	-2.0%	8%	/	/	1.6%	/	/	/	2%
COC(=O)NC(c1ccccc1)[C@]1(C(C)=O)CCCC1=O (stereo partly specified)	/	0%[11.5 µM]	-1.0%[15.4 µM]	?	/	/	-0.4%[15.4 µM]	/	/	/	1%[11.5 µM]
CC(C)(C)NCCCCOc1ccccc1F	/	0%	-0.6%	27%	-4%	/	1.0%	/	/	/	1%
Cc1ccc(CCNC(=O)C2CCN(S(=O)(=O)c3ccc4c(c3)CCC(=O)N4)CC2)cc1	/	-3%	0.7%	0%	/	/	1.7%	/	/	/	-2%
CCC(C(=O)Nc1nccs1)c1ccccc1 (stereo unspecified)	/	-2%	-1.4%	-9%[11.4 µM]	1%[7.66 µM]	/	2.0%	/	/	/	-16%
C[C@@H](CCCCC(=O)Nc1ccc(C(F)(F)F)cc1)NCCc1cnc[nH]1	/	3%	-4.0%	2%	/	/	-0.1%	/	/	/	-2%
NC[C@H]1O[C@@H](n2cnc3c(=O)[nH]c(N)nc32)[C@@H](O)[C@@H]1O	i	1%[11.5 µM]	0.3%[15.4 µM]	0%[11.4 µM]	/	i	0.8%[15.4 µM]	i	i	i	-2%[11.5 µM]
Cc1ccc(C(=O)C2=C(O)C(=O)N(CCCN3CCOCC3)C23C(=O)N(C)c2ccccc23)o1 (stereo unspecified)	?	-1%	-1.3%	2%	-2%	i	0.8%	i	?	i	-4%
COc1ccc(-n2nnnc2S(=O)(=O)Cc2ccc(C(=O)O)cc2)cc1	?	-1%	-1.1%	-3%	0%	i	0.1%	i	i	i	1%
CC[C@H](C)C(=O)O[C@@H]1C[C@H](C)C=C2C=C[C@H](C)[C@@H](CC[C@H]3C[C@@H](O)CC(=O)O3)[C@H]21	i	0%[25.7 µM]	0.3%[34.4 µM]	8%[25.6 µM]	-15%[17.1 µM]	i	-1.1%[34.4 µM]	?	i	i	-2%[25.7 µM]
CCC1Sc2ccccc2N(CC(=O)NCc2ccc3c(c2)OCO3)C1=O (stereo unspecified)	?	-1%	-1.7%	26%	7%	i	-1.3%	i	i	i	-1%
Cn1nc(CC(=O)NC2CCCCCC2)c2ccccc2c1=O	/	-1%	0.5%	?	/	/	0.6%	/	/	/	2%
COC(=O)c1ccc(C23CC2(C(NP(=O)(c2ccccc2)c2ccccc2)c2ccccc2)C3)cc1 (stereo unspecified)	/	-7%	3.0%	?	/	/	4.5%	/	/	/	-4%
CCCCC(=O)Nc1nc2ccc3nc(C)sc3c2s1	/	-5%	-4.3%	10%	/	/	-1.0%	/	/	/	-2%
Fc1ccc(CSc2nnc(-c3cnccn3)n2Cc2ccco2)cc1	i	0%	2.0%	10%	16%	i	-0.3%	i	i	i	-1%
C[C@@](O)(CNS(=O)(=O)c1ccccc1)c1ccccc1	i	1%[11.5 µM]	-0.2%[15.4 µM]	-5%[11.4 µM]	/	i	0.7%[15.4 µM]	i	i	i	-2%[11.5 µM]
Cc1noc(C)c1C(=O)N1CCC[C@@]2(CCN(Cc3nccs3)C2)C1	i	-2%	-2.2%	-4%	22%	i	-0.6%	i	i	i	-4%
COc1ccccc1CNc1ccnc(-c2ccccc2OC)n1	?	-1%	-0.7%	?	9%	i	0.1%	i	i	i	-1%

Arranged by the number under Casp7 inh (ascending): some entries from above.
canonical_smiles	Casp7 inh
CCCCC(=O)Nc1nc2ccc3nc(C)sc3c2s1	-5%
Cc1noc(C)c1C(=O)N1CCC[C@@]2(CCN(Cc3nccs3)C2)C1	-2%
CCC1Sc2ccccc2N(CC(=O)NCc2ccc3c(c2)OCO3)C1=O (stereo unspecified)	-1%

The list is partial; rates above refer to the full screens.
